JMJD2A Tudor inh – blocks the human JMJD2A Tudor domain | O75164 | AlphaScreen JMJD2A-Tudor / H3K4me3 peptide binding | Potency, µM (top dose mostly 114 µM), without a hit: at the top dose activity change, negative = inhibition, most hits filed as inhibitors | 390,000 compounds, 4.4% hits | AID 504339; also: potency is read from the fitted curve at half-maximal effect; % is scaled to controls: 0 for no effect and ±100 for the full control effect; nearly all actives have a fitted effect of over 50% in size
BAZ2B block – BAZ2B (human) inhibition. AlphaScreen BAZ2B-H3K14Ac peptide displacement. AID 504333. Q9UIF8. Potency, µM (top dose mostly 114 µM), inactives show at the top dose activity change, negative = inhibition, usual class: inhibitors. 360,000 compounds, 4.4% hits; also: potency is read from the fitted curve at half-maximal effect; % is scaled to controls: 0 for no effect and ±100 for the full control effect; nearly all actives have a fitted effect of over 60% in size
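BAZ2B (50 nM) with biotin-H3(5-23)K14Ac peptide (50 nM) in PBS pH 7.4, 0.01% Tween-20, preformed 30 min, then compound 30 min at room temperature; top concentration 110uM. AlphaScreen streptavidin donor/nickel chelate acceptor beads (10 ug/mL final), 20 min dark, signal read.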
Tb PGK inh – T. brucei PGK inhibition; 380,000 compounds, 0.043% hits; Potency, µM (series often up to 57.5 µM), for the others: top-dose activity change, negative = inhibition, hits mostly inhibitors; PGK/GAPDH coupled, Kinase-Glo luminescence, 60 min; AID 602233; P07378; also: potency is read from the fitted curve at half-maximal effect; % is scaled to controls: 0 for no effect and ±100 for the full control effect; nearly all actives have a fitted effect of over 60% in size
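Luminescent ATP detection (Kinase-Glo Plus) follows a 60-minute room-temperature incubation, with wells lacking PGK as controls. Buffer: 100 mM TEA (pH 7.6), 5 mM MgCl2, 0.01% Tween-20. Coupling enzyme GAPDH (100 nM final) supplies unstable 1,3-BPG in-well.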
Pin1 inhibitor – human Pin1 inhibition. Pin1 FP peptide displacement, HiFluor488, 10 min. Potency, µM (doses to about 115 µM), without a hit: at the top dose activity, negative = inhibition, most hits filed as inhibitors. 390,000 compounds, 0.009% hits. AID 504891; active = well fitted inhibition curve with a large enough effect in the polarisation, with a control signal flat, not every such curve was filed as active; inconclusive = small, poorly fitted or top-dose-only effect, or effect the other way, or a change in a side signal; inactive = no such curve, though single readings can be large or run the other way; the % refers to the polarisation; also: potency is read from the fitted curve at half-maximal effect; % is scaled to controls: 0 for no effect and ±100 for the full control effect
Target sequence (Q13526 whole entry, looked up): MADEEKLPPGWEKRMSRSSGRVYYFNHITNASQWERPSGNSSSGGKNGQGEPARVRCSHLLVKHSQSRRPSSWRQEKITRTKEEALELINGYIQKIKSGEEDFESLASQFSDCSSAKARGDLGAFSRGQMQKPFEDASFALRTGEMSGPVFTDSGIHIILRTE
ERG-DNA inh – blocks human ERG Ets domain binding to DNA; Potency, µM (doses to about 76.9 µM), for inactives: at the highest dose FP activity, negative = inhibition, usual class: inhibitors; fluorescence polarization, His-ERG Ets domain / labelled DNA; 370,000 compounds, 0.028% hits; P11308; AID 624246; active = well fitted inhibition curve with a large enough effect in the polarisation, with a control signal flat; inconclusive = small, poorly fitted or top-dose-only effect, or effect the other way, or a change in a side signal; inactive = no such curve, though single readings can be large or run the other way; the % refers to the polarisation;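 also: polarization taken with two DNA probes labelled with fluorescein and Texas red; potency is read from the fitted curve at half-maximal effect; % of control where 0% means no effect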
Target sequence (P11308 whole entry, looked up, the tested form may be a part): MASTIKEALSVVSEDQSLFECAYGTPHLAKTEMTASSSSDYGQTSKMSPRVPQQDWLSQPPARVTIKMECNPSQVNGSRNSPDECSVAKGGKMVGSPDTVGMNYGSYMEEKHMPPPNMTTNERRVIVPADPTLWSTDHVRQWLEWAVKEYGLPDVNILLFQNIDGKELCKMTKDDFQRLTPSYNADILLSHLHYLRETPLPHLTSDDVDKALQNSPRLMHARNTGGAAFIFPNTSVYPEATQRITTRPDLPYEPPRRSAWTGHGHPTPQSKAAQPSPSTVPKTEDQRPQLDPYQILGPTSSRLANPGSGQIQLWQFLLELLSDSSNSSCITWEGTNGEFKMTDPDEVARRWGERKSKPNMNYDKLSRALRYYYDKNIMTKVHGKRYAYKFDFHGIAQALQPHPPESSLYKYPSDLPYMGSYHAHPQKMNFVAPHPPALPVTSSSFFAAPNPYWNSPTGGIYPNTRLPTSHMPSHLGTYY
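His-tagged ERG Ets domain (1 uM in the protein solution; 300mM KCl, 50mM Tris-HCl, 1mM EDTA, 1mM DTT, pH 7.5) received compound, then a probe mix of 5 nM fluorescein-DNA and 100nM Texas-615-DNA. Fluorescence polarization was read for both dyes.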
HP1b binding inh – HP1-beta chromodomain-methylated histone interaction inhibition | P83916 | AlphaScreen HP1-beta / biotin-H3K9me3 peptide binding | Potency, µM (highest dose often 114 µM), for the others: top-dose activity change, negative = inhibition, actives largely listed as inhibitors | 390,000 compounds, 0.56% hits | AID 540317; also: potency is read from the fitted curve at half-maximal effect; nearly all actives have a fitted effect of over 70% in size; inactives centre near 23
Target sequence (P83916 whole entry, looked up): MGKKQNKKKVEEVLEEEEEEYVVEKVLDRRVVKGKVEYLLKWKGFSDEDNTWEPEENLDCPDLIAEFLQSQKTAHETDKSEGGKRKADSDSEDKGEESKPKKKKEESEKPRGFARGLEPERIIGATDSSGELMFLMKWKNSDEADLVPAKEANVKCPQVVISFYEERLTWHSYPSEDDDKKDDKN
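Compound inhibition of the preformed complex between 50 nM HP1-beta and 50 nM biotinylated H3K9me3 peptide was read by AlphaScreen. Buffer was PBS pH 7.4 with 0.01% Tween-20. Incubations ran 30 min at room temperature, with 10 ug/mL donor/acceptor beads.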
GLS inhibitor – inhibitors of human glutaminase (GLS). O94925. GLS enzymatic activity, qHTS titration. Potency, µM (series often up to 45.5 µM), without a hit: at the highest dose activity change, negative = inhibition, most hits filed as inhibitors. 410,000 compounds, 0.21% hits; also: potency is read from the fitted curve at half-maximal effect; % is scaled to controls: 0 for no effect and ±100 for the full control effect
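Glutamate formation by hKGA was monitored fluorometrically using coupled glutamate oxidase, HRP and Amplex Red. Substrate was added as 1 mM L-glutamine solution; incubation was 30 min at RT after an initial read.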
PI4K2A inh – blocks human PI4K2A kinase activity; AID 1346378; 420,000 compounds, 0.13% hits; Q9BTU6; purified PI4K2A, ADP-Glo luminescence, 1 h; hits give low values; activity change, negative = inhibition, % at 76.9 µM; in the data active = activity change below about -50%; inconclusive = mostly about -30% to -49%;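 also: -100% = wells without enzyme as full effect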
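ADP-Glo luminescence measured ADP generated by PI4K2A enzyme (4 ug/mL before mixing) with 1.2 mM PI substrate (pre-mix) and 300 microM ATP (pre-mix). Tris pH7.5 buffer with MgCl2, Triton X-100; 1 h reaction at ambient temperature.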
G9a block – G9a (human) methyltransferase inhibition. G9a H3K9 monomethylation, AlphaScreen, 2 h. Potency, µM (highest dose often 102 µM), for inactives: top-dose activity, negative = inhibition, actives largely listed as inhibitors. 350,000 compounds, 8.8% hits. AID 504332; also: potency is read from the fitted curve at half-maximal effect; % is scaled to controls: 0 for no effect and ±100 for the full control effect; nearly all actives have a fitted effect of over 75% in size
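AlphaScreen detection with an anti-monomethyl H3K9 antibody quantified product after a 2 h room-temperature reaction containing 500 nM biotinylated H3K9 peptide, 20 µM SAM and 20 nM enzyme, which had been preincubated 15 min with compound.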
* marks the source's active call; other numbers are inactive results; i = inactive; ? = inconclusive; / = not tested or not shown; [ ] = remark or other dose. Unless noted, calls follow the shape of the dose curve; as a rule, active = well fitted curve in the direction sought with a large enough effect; inconclusive = small, poorly fitted or top-dose-only effect, or another doubt; inactive = no such curve, though single readings can be large; an effect the other way counts as inactive or inconclusive. Rows were taken by chance; any-hit rate near 11%.

SMILES	JMJD2A Tudor inh	BAZ2B block	Tb PGK inh	Pin1 inhibitor	ERG-DNA inh	HP1b binding inh	GLS inhibitor	PI4K2A inh	G9a block
Cc1ccc(Cl)cc1Nc1nn2c(=O)c3ccc(C(=O)N4CCCC(C)C4)cc3nc2s1 (centres undefined)	-15%	-1%	3%	-2%	1%	29%	-2%	6	-3%[59 µM]
C=C(C)C(=O)Nc1cccc(C2=NOC3(C2)C[C@H](C(N)=O)N(C(=O)c2ccccc2)C3)c1 (some centres undefined)	22µM*	45µM*	11µM*	50%[activator]	-11%	?	5%	-25	?
CCOC(=O)/C=C1\SCC(=O)N1CC(=O)NC(C)C	-6%	7%	-3%	-1%	3%	9%	1%	2	3.5µM*
CSc1ncc(C(=O)NCc2ccc(F)cc2)c(-c2ccccc2)n1	-9%	-1%	-4%	-6%	2%	12%	0%	-4	9%[59 µM]
COc1cc([N+](=O)[O-])ccc1NC(=O)NN1CCN(C)CC1	-15%	-7%	1%	8%	7%	22%	32%[activator]	-2	/
COc1cc(-c2nc(CN3CCCN(C(=O)c4ccco4)CC3)c(C)o2)ccc1F	?	-29%	-1%	-1%	6%	-13%	-1%	-3	-35%
O=C(COC(=O)c1cccnc1Cl)c1ccccc1	3%	-1%	-2%	-2%	1%	32%	-9%	-71*	3%
COc1ccc(NC(=S)NC2CCS(=O)(=O)C2)cc1 (centres undefined)	-1%	0%	-7%	-4%	3%	22%	-5%	5	4%[59 µM]
CCCCCc1ccc(S(=O)(=O)Nc2cc(C)ccn2)cc1	-5%	-3%	i	-1%	4%	43%[activator]	-18%	0	/
Cc1ccc(C)c(N2CCN(c3nc4ccccc4n4c(C)nnc34)CC2)c1	9%	21%	i	25%	-5%	61%[activator]	-2%	-1	23%[59 µM]
CN(CC(=O)Nc1ccc(Cl)cc1)C(=O)c1ccc(NS(=O)(=O)c2ccc3[nH]c(=O)[nH]c3c2)cc1	-6%	5%	-5%	-1%	3%	16%	6%	3	-9%
Cc1cc(C(=O)COC(=O)c2ccc[nH]c2=O)c(C)n1CCc1ccc(F)cc1	-28%	-34%	-8%	-4%	-5%	5%	24%	-6	?
COCCCNC(=O)c1ccccc1SC	-11%	3%	1%	4%	-1%	3%	3%	-2	?
CC(C)Oc1ccc(/C(O)=C2/C(=O)C(=O)N(CCCn3ccnc3)C2c2cccnc2)cc1 (centres undefined)	-8%	13%	-2%	-5%	-15%	18%	-1%	3	40µM*
COc1cc(CC(=O)NCC(C)(C)N2CCOCC2)cc(OC)c1OC	-5%	1%	5%	0%	-1%	15%	-1%	-2	50µM*
CCNC(=O)NC(=O)CSc1ccc(S(=O)(=O)N2CCCCC2)cn1	-5%	4%	-2%	7%	21%	44%[activator]	-1%	5	?
O=C(O)c1cccc(C(=O)Cc2ccccc2)c1	-3%	-6%	-20%	-1%	-5%	26%	6%	-71*	-36%[0.0925 µM]
Cc1c(/C=N/NC(=O)c2ccc3c(c2)OCO3)cnn1C	-3%	-3%	0%	6%	-11%	26%	-9%	-1	?
COc1ccc(C(=O)Nc2ccnn2C2CCN(C3CCC3)CC2)cc1	-6%	-19%	i	-7%	15%	9%	-4%	-7	68%
O=C(NCc1ccccn1)C(=O)Nc1cc2c3c(c1)CC(=O)N3CCC2	-16%	-5%	-6%	5%	-5%	37%	-8%	3	-3%
CC1CCCN(C(=S)Nc2ccc(F)cc2)C1 (centres undefined)	-11%	-27%	-14%	1%	3%	20%	-4%	-2	-20%
COc1ccc(CC(=O)N2CC(=O)Nc3ccc(F)cc3C2c2ccccc2)cc1 (centres undefined)	-25%	0%	i	0%	4%	11%	-10%	3	-2%[59 µM]
CCOC(=O)C1C(c2ccccc2O)NC(=O)NC1(O)C(F)(F)F (centres undefined)	0%	1%	4%	-7%	-6%	17%	9%	-1	18%
O=C(CSc1ccc([N+](=O)[O-])cn1)Nc1ccc(N2CCOCC2)cc1	-11%	1%	-4%	-3%	-1%	12%	6%	2	/
CCN1C(=O)[C@H]2[C@@H](c3ccc(-c4ccc(C(C)=O)cc4)cc3)N[C@@](Cc3ccccc3)(C(=O)OC)[C@H]2C1=O	-18%	-22%	-9%	9%	-10%	30%	-2%	-6	-27%[2.33 µM]

Whole records from above.
CC(C)Oc1ccc(/C(O)=C2/C(=O)C(=O)N(CCCn3ccnc3)C2c2cccnc2)cc1 (centres undefined) across the screens: JMJD2A Tudor inh: -8%; BAZ2B block: 13%; Tb PGK inh: -2%; Pin1 inhibitor: -5%; ERG-DNA inh: -15%; HP1b binding inh: 18%; GLS inhibitor: -1%; PI4K2A inh: 3; G9a block: 40µM*
COc1cc([N+](=O)[O-])ccc1NC(=O)NN1CCN(C)CC1 across the screens: JMJD2A Tudor inh: -15%; BAZ2B block: -7%; Tb PGK inh: 1%; Pin1 inhibitor: 8%; ERG-DNA inh: 7%; HP1b binding inh: 22%; GLS inhibitor: 32%[activator]; PI4K2A inh: -2; G9a block: /

Next part.
SMILES	JMJD2A Tudor inh	BAZ2B block	Tb PGK inh	Pin1 inhibitor	ERG-DNA inh	HP1b binding inh	GLS inhibitor	PI4K2A inh	G9a block
CSc1ccc(-c2sc(Nc3ccccc3)n[n+]2-c2ccccc2)cc1	56µM*	45µM*	4%	17%	3%	-27%	6%	-4	35µM*
CCN=C1S/C(=C\c2cn(CC(=O)NCc3ccco3)c3ccccc23)C(=O)N1CC	-8%	-3%	-6%	?	-6%	-3%	-6%	1	9%[59 µM]
O=C(NCCOc1ccccc1)c1cc(S(=O)(=O)N2CCOCC2)ccc1F	0%	-12%	i	0%	-1%	28%[57 µM]	6%	-6	/
COc1cc(-c2noc(C3CCCN(S(=O)(=O)c4cccc(Cl)c4)C3)n2)cc(OC)c1OC (centres undefined)	-26%	6%	-6%	8%	-5%	1%	-11%	6	16%
Cc1ccc2c(c1)N1C(=O)c3ccccc3C1C1=C(CC(C)(C)CC1=O)N2 (centres undefined)	-6%[57.1 µM]	-6%	-5%	-5%	2%	35%[activator]	7%	1	-5%[59 µM]
COc1ccc(CN2CCNC(=O)C2CC(=O)NCCc2nc(C)c3c(n2)CCC3)cc1C (centres undefined)	-15%	-26%	2%	-2%	-3%	31%	4%	-3	19%[59 µM]
Cc1ccc(NC(=O)C2CC(=O)n3ncnc3N2)cc1 (centres undefined)	-7%	-1%	9%	-1%	-4%	14%	13%	1	-50%
CCc1ccc(S(=O)(=O)NCCOc2cccc3cccnc23)cc1	-23%	-14%	-1%	-4%	-4%	25%	2%	0	/
CCN(CC)C(=O)CN1C(=O)COc2ccc(S(=O)(=O)N3CCOCC3)cc21	6%	-6%	5%	3%	2%	30%	1%	-2	5%[59 µM]
COc1ccc(OC(=O)c2ccc3nsnc3c2)cc1	-25%	-40%	-3%	-13%	0%	16%	0%	-6	-7%
CCC12CCCN3CCC4(C(=C(C(=O)OC)C1)Nc1ccccc14)C32 (centres undefined)	?	?	-8%	-8%	12%	-11%	-4%	5	2.8µM*
O=C(CSc1nnnn1C1CCCC1)N1CCOCC1	-6%	-5%	-3%	-2%	2%	14%	-11%	-3	/
Cc1cccc(NC(=O)c2cccc(NC(=O)c3ccccc3)c2)n1	-14%	12%	i	-3%	3%	48%[activator]	-3%	0	-13%
CCOc1ccc(C2C(C#N)=C(C)NC3=C2C(=O)c2ccccc23)cc1 (centres undefined)	?	?	i	17%	1%	-14%	?	-5	?
Cn1c(=O)n(C)c2cc(N3CCCCC3)c(NC(=O)c3ccc(Cl)cc3)cc21	-12%	?	8%	2%	-9%	24%	6%	2	-34%[59 µM]
CC(C)(C)OC(=O)N1CCC(c2nnc(SCc3ccccc3F)o2)CC1	6%	-6%	-2%	-5%	-12%	29%	-11%	0	13%[59 µM]
CCCn1c(SCC(=O)NNC(=O)c2ccc(OC)cc2)nnc1C(C)C	-19%	4%	i	-6%	-3%	3%	-4%	-1	?
COc1ccc(CCNC(=O)C2CCN(S(=O)(=O)c3ccc(F)cc3)CC2)cc1	-10%	-4%	-1%	-7%	-1%	30%	7%	-2	3%
CCOC(=O)c1c(C)[nH]c(C)c1C(=O)COC(=O)c1cccc(S(=O)(=O)NC)c1	-24%	?	3%	3%	1%	2%	1%	-1	?
CC(=O)Nc1ccc(NC(=O)[C@@H]2CCCC[C@@H]2C(=O)O)cc1	-11%	3%	-4%	-9%	-2%	-4%	5%	2	-31%

Of the compounds above, these have a nitro group on carbon:
SMILES	JMJD2A Tudor inh	BAZ2B block	Tb PGK inh	Pin1 inhibitor	ERG-DNA inh	HP1b binding inh	GLS inhibitor	PI4K2A inh	G9a block
COc1cc([N+](=O)[O-])ccc1NC(=O)NN1CCN(C)CC1	-15%	-7%	1%	8%	7%	22%	32%[activator]	-2	/
O=C(CSc1ccc([N+](=O)[O-])cn1)Nc1ccc(N2CCOCC2)cc1	-11%	1%	-4%	-3%	-1%	12%	6%	2	/
